# Screening data: PubChem BioAssay, several laboratories
# FadD28 binding: blocks FadD28 binding to the bisubstrate probe. fluorescence polarization. inhibition, % at 12.5 µM. 360,000 tested, 0.22% active; in the data active means inhibition above about 8.5%, passing the limit was not always enough; inconclusive means no clear call, values can overlap the other calls
# Mtb BioA inh: BioA (M. tuberculosis) enzyme inhibition; purified M. tuberculosis BioA enzyme, plate reader; inhibition, % at 9.99 µM; 360,000 tested, 0.096% active; AID 602481; in the data active means inhibition above about 40%; inconclusive means no clear call, values can overlap the other calls
# BoNT F protease: blocks Botulinum neurotoxin F light chain protease; 360,000 tested, 0.22% active; inhibition, % at 10 µM; Multiplex microsphere protease cleavage assay, flow cytometry; in the data active means inhibition above about 35%, passing the limit was not always enough; inconclusive means no clear call, values can overlap the other calls; further: plate controls were buffer without enzyme for full effect and enzyme alone for no effect
# MazF activator: MazEF (E. coli) toxin RNase activation. activation, % at 20 µM. 350,000 tested, 0.32% active. P0AE70. AID 504720. FAM/BHQ RNA-DNA oligo cleavage fluorescence, 5 h; in the data active means activation above about 50%
# Target sequence (P0AE70 whole entry, looked up): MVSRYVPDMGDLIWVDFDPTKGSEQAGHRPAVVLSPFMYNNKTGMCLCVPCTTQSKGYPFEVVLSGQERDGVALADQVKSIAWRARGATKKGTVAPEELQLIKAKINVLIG
# GDH-TPI inh: counter-screen for M. tuberculosis FBA inhibitors: GDH-TPI coupled enzymes. GDH-TPI coupled enzyme counterscreen, NADH absorbance. inhibition, % at 4.8 µM. 360,000 tested, 1.2% active. AID 588335;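 further: 0% = DMSO wells and 100% = wells lacking the enzyme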
# Rv3671c inh: inhibits the M. tuberculosis serine protease Rv3671c. AID 2606. 320,000 tested, 0.048% active. inhibition, % at 5.96 µM; in the data active means inhibition above about 38%;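 further: extracellular domain of Rv3671c used as enzyme; 0% = enzyme with DMSO and 100% = no enzyme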
# DUSP3 inh: inhibitors of human VHR1 phosphatase (DUSP3); P51452; recombinant VHR phosphatase, pNPP absorbance; inhibition, % at 13.3 µM; 290,000 tested, 0.52% active; AID 1654; in the data active means inhibition above about 50%; further: some compounds called inactive have numbers as strong as hits
# Target sequence (P51452 whole entry, looked up): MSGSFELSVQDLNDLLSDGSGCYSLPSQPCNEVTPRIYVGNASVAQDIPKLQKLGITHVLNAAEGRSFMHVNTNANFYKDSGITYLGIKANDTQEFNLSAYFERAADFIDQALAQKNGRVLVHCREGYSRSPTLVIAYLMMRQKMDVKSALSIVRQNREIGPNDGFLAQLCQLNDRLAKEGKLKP
# Mtb FBA inh: inhibits M. tuberculosis FBA enzyme | 360,000 tested, 2.3% active | AID 588726 | P9WQA3 | purified M. tuberculosis FBA, fluorescence read-out | inhibition, % at 1 µM; in the data active means inhibition above about 27%;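 further: 0% = vehicle and 100% = reference inhibitor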
# Target sequence (P9WQA3 whole entry, looked up): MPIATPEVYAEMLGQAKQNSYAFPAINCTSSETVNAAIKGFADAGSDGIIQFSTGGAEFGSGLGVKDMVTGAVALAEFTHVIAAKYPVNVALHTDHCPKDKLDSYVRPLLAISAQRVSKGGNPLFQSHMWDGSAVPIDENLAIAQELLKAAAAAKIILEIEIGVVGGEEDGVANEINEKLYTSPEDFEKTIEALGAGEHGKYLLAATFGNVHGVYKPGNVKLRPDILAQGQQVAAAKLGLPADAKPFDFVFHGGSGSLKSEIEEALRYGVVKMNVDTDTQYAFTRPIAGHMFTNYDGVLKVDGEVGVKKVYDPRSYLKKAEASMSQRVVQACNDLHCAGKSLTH
# Mtb UGM inh: Mtb UDP-galactopyranose mutase inhibition. P9WIQ1. purified UGM, fluorescence polarization probe displacement. inhibition, % at 10 µM. 320,000 tested, 0.06% active. AID 504406; in the data active means inhibition above about 10%, passing the limit was not always enough; inconclusive means no clear call, values can overlap the other calls
# Target sequence (P9WIQ1 whole entry, looked up): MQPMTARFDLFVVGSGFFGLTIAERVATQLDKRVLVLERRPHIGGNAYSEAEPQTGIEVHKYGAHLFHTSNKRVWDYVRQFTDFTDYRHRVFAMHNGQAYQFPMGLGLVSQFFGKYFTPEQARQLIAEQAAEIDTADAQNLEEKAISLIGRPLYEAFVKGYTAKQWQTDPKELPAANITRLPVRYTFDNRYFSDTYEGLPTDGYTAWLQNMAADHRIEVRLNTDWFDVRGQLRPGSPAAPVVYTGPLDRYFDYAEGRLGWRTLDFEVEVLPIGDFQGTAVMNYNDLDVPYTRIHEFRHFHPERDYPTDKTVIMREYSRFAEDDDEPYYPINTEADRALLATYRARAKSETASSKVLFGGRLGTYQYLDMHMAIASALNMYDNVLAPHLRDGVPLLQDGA
# CCHFV vOTU inh: blocks the CCHF virus ovarian tumor domain protease. CCHFV vOTU protease, Pep-AMC fluorescence. inhibition, % at 11.5 µM. 370,000 tested, 0.55% active. AID 651958; further: 0% = vehicle wells with enzyme and 100% = no enzyme wells
# An asterisk follows results filed as active; ? = inconclusive; · = not tested or not shown; & = joins results of further samples. Unless noted, no stated cut-off is given here; in the data, active means inhibition above about 30%; inactive means the rest. Compounds as they come. About 4.9% of those tested had a hit in this group.
1. COc1ccccc1C(=O)NCCC(=O)NCc1cccnc1
2. CNC(=O)N(C1=NCCCCC1)c1ccc(Br)cc1
3. Cc1ccc2nc3c(c(N)c2c1)CCN3C
4. COc1ccc(NC(=O)CSc2nnc(Cc3ccccc3)c(=O)n2N)cc1OC
5. C=CCn1c(NC)cc(=O)n(C)c1=O
6. O=C(NC1CCCC1)C(c1ccccc1F)N(C(=O)c1ccco1)C1CCCC1 (centres undefined)
7. COC(=O)c1ccc(NC(=O)CSc2nnc(C(C)NC(=O)c3ccccc3Cl)n2C)cc1 (centres undefined)
8. O=C(Nc1ccccc1[N+](=O)[O-])c1cc(S(=O)(=O)Nc2ccccn2)ccc1Cl

entry no.	1	2	3	4	5	6	7	8
FadD28 binding	·	-5.0	-2.3	-7.8	-1.3	-3.8	-3.4	-2.7
Mtb BioA inh	-1.3	1.1	3.5	-1.1	-0.7	-0.8	0.9	0.6
BoNT F protease	1	3	22	?	-2	-3	4	2
MazF activator	9	-1	1	7	3	5	0	3
GDH-TPI inh	-8	-4	-9	4	-1	-6	10	-6
Rv3671c inh	-6	11	3	5	4	-5	-7	5
DUSP3 inh	·	19	58*	·	45	6	-19	7
Mtb FBA inh	-1	1	25	3	2	-2	2	-1
Mtb UGM inh	0.1	-1.3	0.8	0.2	0.1	1.3	1.7	0.7
CCHFV vOTU inh	-2	-5	-7	11	-5	0	13	5

9. CC(C)COc1ccc(C(=O)Nc2ccc(N3CCOCC3)cc2N2CCOCC2)cc1
10. Cc1ccccc1C(=O)N1CCN(c2ccc(NC(=O)c3ccco3)cc2Cl)CC1
11. CCOc1ccc(N2C(=O)CC(SC(=NC)Nc3ccc(F)cc3)C2=O)cc1 (centres undefined)
12. CN(CC(=O)Nc1ccc(F)cc1)C(=O)CCc1nc2ccccc2c(=O)[nH]1
13. O=C(COc1ccc(Br)cc1)NC(=S)Nc1ccccc1N1CCOCC1
14. CC(C)Oc1cc(NC(=O)CS(=O)(=O)CC(=O)N(C)C)c(Cl)cc1Cl
15. CCNc1ccc(S(=O)(=O)N2CCOCC2)cc1NCC(=O)Nc1cccc(Br)c1
16. CN1CCN(S(=O)(=O)c2ccc(N(C)Cc3ccc(OC(F)F)cc3)c([N+](=O)[O-])c2)CC1

entry no.	9	10	11	12	13	14	15	16
FadD28 binding	-0.4	-2.9	0.7	-1.5	-0.8	-0.2	-1.0	-0.5
Mtb BioA inh	-1.5	6.8	-0.3	-4.7	-2.9	·	0.9	·
BoNT F protease	-4	0	-18	-4	-4	0	0	7
MazF activator	4	-15	-4	-11	-10	-4	2	6
GDH-TPI inh	-1	5	7	4	4	-4	6	2
Rv3671c inh	-3	5	2	-5	-15	10	·	-4
DUSP3 inh	28	-20	9	·	37	31	·	·
Mtb FBA inh	0	-4	3	6	6	0	-5	-2
Mtb UGM inh	1.7	-0.8	0.9	4.0	-0.7	2.1	·	-0.1
CCHFV vOTU inh	8	-13	20	1	7	-11	7	10

17. CC1CCN(C(=O)Cn2c(=O)oc3cc(S(=O)(=O)N4CCCCC4)ccc32)CC1
18. NC(=O)CCC(NS(=O)(=O)c1ccc(Cl)cc1)C(=O)NCC1CCCCC1 (centres undefined)
19. Cc1cccc(C)c1NC(=O)c1ccc2sc([C@H]3C[C@H](O)[C@@H](CO)O3)nc2c1
20. N#Cc1ccc(NC(=O)c2cc(-c3cccs3)on2)cc1
21. Cc1ccc(-n2c(C)nc3ccccc3c2=O)cc1C
22. NNC(=O)c1cc(-c2ccc(O)cc2)nc2ccc(Br)cc12
23. C=CCNC(=O)NC(=O)COC(=O)CCCSc1nc2ccccc2[nH]1
24. C=CCN1C(=O)NC(=O)/C(=C/C=C/c2ccccc2)C1=O

entry no.	17	18	19	20	21	22	23	24
FadD28 binding	-2.1	-2.2	-1.6	0.6	-2.1	-7.2	-1.1	-2.6
Mtb BioA inh	-0.6	-1.1	0.8	-2.1	·	-1.9	1.2	-2.7
BoNT F protease	·	-27	-10	-1	2	-2	9	-1
MazF activator	2	11	·	-21	8	12	6	-9
GDH-TPI inh	-3	1	6	2	4	30	2	-1
Rv3671c inh	-3	-3	·	-4	-3	-96	1	·
DUSP3 inh	-1	8	·	36	7	19	27	32
Mtb FBA inh	1	1	-2	1	0	-8	0	2
Mtb UGM inh	3.5	2.3	·	1.7	-0.4	-0.3	4.5	·
CCHFV vOTU inh	-10	1	0	-1	0	6	-4	-8

# Molecules above that contain fluorine (four):
6. O=C(NC1CCCC1)C(c1ccccc1F)N(C(=O)c1ccco1)C1CCCC1 (centres undefined)
11. CCOc1ccc(N2C(=O)CC(SC(=NC)Nc3ccc(F)cc3)C2=O)cc1 (centres undefined)
12. CN(CC(=O)Nc1ccc(F)cc1)C(=O)CCc1nc2ccccc2c(=O)[nH]1
16. CN1CCN(S(=O)(=O)c2ccc(N(C)Cc3ccc(OC(F)F)cc3)c([N+](=O)[O-])c2)CC1

entry no.	6	11	12	16
FadD28 binding	-3.8	0.7	-1.5	-0.5
Mtb BioA inh	-0.8	-0.3	-4.7	·
BoNT F protease	-3	-18	-4	7
MazF activator	5	-4	-11	6
GDH-TPI inh	-6	7	4	2
Rv3671c inh	-5	2	-5	-4
DUSP3 inh	6	9	·	·
Mtb FBA inh	-2	3	6	-2
Mtb UGM inh	1.3	0.9	4.0	-0.1
CCHFV vOTU inh	0	20	1	10

# Carrying on.
25. Cc1cc(C(=O)CN2C(=O)NC3(CCCc4sccc43)C2=O)c(C)n1-c1ccccc1 (centres undefined)
26. COCC(=O)N1CCN(c2nc3ccccc3o2)CC1
27. CCCCNc1ncnc2c1nnn2Cc1ccccc1Cl
28. CCOC(=O)c1c(Nc2ccc(Cl)cc2)sc(/C=C2\C=Nc3ccccc32)c1O
29. Cc1cc(=O)cc(C)n1-c1ccc(Cl)c(Cl)c1
30. CC(=O)NCCc1nc2cc(NC(=O)c3ccc(Cl)cc3)ccc2n1C
31. COC(=O)c1c(C(=O)OC)c2ccccn2c1C(=O)c1ccccc1
32. S=C1SCN(Cc2ccccc2)CN1Cc1ccco1

entry no.	25	26	27	28	29	30	31	32
FadD28 binding	-2.2	-2.8	-1.2	-3.7&-4.5	-4.6	-0.5	-1.8	-0.2
Mtb BioA inh	-1.6	-1.9	-0.8	0.1&-0.3	1.8	·	1.6	-0.5
BoNT F protease	6	-4	-12	-1&-1	-3	-6	?	2
MazF activator	2	6	1	38	7	8	0	2
GDH-TPI inh	10	-6	6	-10&-4	-10	10	21	6
Rv3671c inh	-6	1	-2	-3	-6	-3	-12	·
DUSP3 inh	12	8	15	9	49	17	-2	·
Mtb FBA inh	2	0	0	-2&-1	-7	0	-1	3
Mtb UGM inh	-3.0	-1.2	-1.5	-3.5	0.2	0.9	1.9	·
CCHFV vOTU inh	10	-14	3	-13&-2	-7	1	-6	2

33. CCOc1ccc2[nH]c(=O)c(C(c3nnnn3Cc3ccco3)N3CCCC(C)C3)cc2c1 (centres undefined)
34. Cc1cccc(OCCOc2ccccc2C=C(C#N)C#N)c1
35. CCOC(=O)N1CCN(C(=O)c2ccc3c(c2)N(C)C(=O)/C(=C\c2ccc(OCC)c(OC)c2)S3)CC1
36. Cc1cc(C)c[n+](CC(=O)c2ccc(-c3ccccc3)cc2)c1
37. O=C(NCCc1ccc2c(c1)OCCO2)c1ccc([N+](=O)[O-])cc1Cl
38. COc1ccc(NC(=O)C(=O)N/N=C/c2cccnc2)cc1
39. O=C(c1ccco1)N1CCN(C(=O)C2CC(c3ccc(Cl)c(Cl)c3)=NO2)CC1 (centres undefined)
40. CSc1nc(-c2ccccc2)cc(C)c1C#N

entry no.	33	34	35	36	37	38	39	40
FadD28 binding	3.7	-1.5	-1.7	0.4	-20	-1.0	-1.2	0.1
Mtb BioA inh	-1.5	·	-0.8	·	·	·	2.7	·
BoNT F protease	-24	2	-3	2	-3	5	-3	-1
MazF activator	-4	0	4	11	6	-3	8	1
GDH-TPI inh	19	0	19	1	2	-5	-1	4
Rv3671c inh	3	-4	-9	5	4	0	1	4
DUSP3 inh	-20	-7	48	2	18	0	24	-15
Mtb FBA inh	8	0	-2	6	2	2	-3	10
Mtb UGM inh	-5.4	1.1	-1.0	-0.9	-5.2	0.5	-0.9	1.6
CCHFV vOTU inh	7	2	18	-4	3	25	-4	21

41. Cn1nc(C(=O)NCc2cccnc2)c2ccccc2c1=O
42. O=C(CCNC(=O)c1ccc(Cl)cc1)Nc1cccc(S(=O)(=O)N2CCCCC2)c1
43. COc1cc(/C=N/N(CCO)C2=NS(=O)(=O)c3ccccc32)cc(OC)c1OC
44. O=C(c1cccs1)n1nc(-c2ccco2)nc1SCc1ccccc1
45. C=CCn1c(SCC(=O)NNC(=O)Nc2cccc(Cl)c2)nnc1-c1ccccc1
46. CC(CN1CCC(O)CC1)c1ccccc1 (centres undefined)
47. COc1ccc(-c2cc(C(F)(F)F)n3nc(C(=O)N4CCC5(CC4)OCCO5)cc3n2)cc1OC
48. CCCCCOC(=O)Cn1c(N2CCOCC2)nc2c1c(=O)[nH]c(=O)n2C

entry no.	41	42	43	44	45	46	47	48
FadD28 binding	1.0	-3.0	-1.8	·	0.0	-0.3	-0.1	-0.6
Mtb BioA inh	1.6	0.2	-0.9	·	0.4	-1.6	1.5	-5.5
BoNT F protease	5	-2	24	·	4	·	6	0
MazF activator	-3	3	9	0	-2	5	9	4
GDH-TPI inh	-3	4	25	·	0	16	1	-1
Rv3671c inh	4	-16	-1	-6	-2	2	5	-1
DUSP3 inh	7	·	38	29	39	1	7	15
Mtb FBA inh	3	2	0	·	4	2	5	-2
Mtb UGM inh	2.3	3.5	-0.4	0.7	2.0	3.2	-1.8	-3.5
CCHFV vOTU inh	2	-1	8	-1	-6	10	-2	4

49. CC(=NNC(=S)N1CCN(c2ccccn2)CC1)c1ccccn1
50. CC(C)(C)OC(=O)C[C@@H]1C/C=C\C[C@H](CC(=O)NCCO)C(=O)N2CCC[C@@H]2COC1=O
51. C/C(=N\NC(=O)c1nn(C)cc1Cl)c1ccncc1
52. CCOC(=O)c1sc(=NC(=O)c2cc(OC)c(OC)c(OC)c2)n(C)c1C
53. COCC(=O)Nc1nc(-c2ccccc2)ns1
54. CCOC(=O)C1CCCN(S(=O)(=O)c2ccc3c(c2)N(C(C)=O)CCO3)C1 (centres undefined)
55. COc1cccc(NC(=O)NC2CCCc3ccccc32)c1 (centres undefined)
56. CCn1c(CSc2nnc(-c3ccoc3C)n2C)nc2cc(S(=O)(=O)N(C)C)ccc21

entry no.	49	50	51	52	53	54	55	56
FadD28 binding	-0.1	-1.3	-0.8	1.2	-3.2	-0.5	0.0	1.2
Mtb BioA inh	·	-1.4	-1.0	-4.4	-1.0	-0.7	-0.6	-0.3
BoNT F protease	-43	1	4	-6	-1	-2	-2	16
MazF activator	11	4	1	-11	-3	-2	10	-2
GDH-TPI inh	14	-7	12	20	-13	2	5	10
Rv3671c inh	·	-2	-1	0	-2	-2	-6	2
DUSP3 inh	·	·	-7	23	-12	21	10	·
Mtb FBA inh	1	-1	2	0	2	3	1	2
Mtb UGM inh	·	-0.7	3.6	-0.6	-2.1	1.0	1.0	-1.2
CCHFV vOTU inh	-2	-4	0	-5	-15	14	-1	-10

# Given with two lines to a compound: four of the compounds above
# The line under a structure holds: FadD28 binding | Mtb BioA inh | BoNT F protease | MazF activator | GDH-TPI inh | Rv3671c inh | DUSP3 inh | Mtb FBA inh | Mtb UGM inh | CCHFV vOTU inh
5. C=CCn1c(NC)cc(=O)n(C)c1=O
    -1.3 | -0.7 | -2 | 3 | -1 | 4 | 45 | 2 | 0.1 | -5
51. C/C(=N\NC(=O)c1nn(C)cc1Cl)c1ccncc1
    -0.8 | -1.0 | 4 | 1 | 12 | -1 | -7 | 2 | 3.6 | 0
53. COCC(=O)Nc1nc(-c2ccccc2)ns1
    -3.2 | -1.0 | -1 | -3 | -13 | -2 | -12 | 2 | -2.1 | -15
31. COC(=O)c1c(C(=O)OC)c2ccccn2c1C(=O)c1ccccc1
    -1.8 | 1.6 | ? | 0 | 21 | -12 | -2 | -1 | 1.9 | -6
